BaF3 tox = parental Ba/F3 cell viability inhibition, counter-screen for JAK2V617F inhibitor project, murine pro-B, CellTiter-Glo luminescence; CellTiter-Glo ATP luminescence; inhibition, % at 5.6 µM; hit rate 1.1% among 220,000; AID 1486, 2009;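 active = inhibition above a per-campaign cutoff, the mean inhibition of all tested compounds plus 3 SD, cut at about 27% in these data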;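 note: 0% = DMSO wells and 100% = JAK Inhibitor I control wells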
NPY Y1 blocker = NPY-Y1 receptor antagonists, primary screen, cell-based; hit rate 1% among 200,000; inhibition, % at 3.6 µM; HEK293-CNG Y1 cells, membrane potential fluorescence; NPY at EC95, then isoproterenol; Neuropeptide Y receptor type 1 (Homo sapiens), P25929;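 active = inhibition above the campaign mean inhibition of all tested compounds plus 3 SD, cut at about 20% in these data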;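 note: 0% = DMSO wells given NPY plus isoproterenol and 100% = isoproterenol alone without NPY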
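Material: HEK293 Y1/CNG channel cell line | Also added: NPY (25 nM), isoproterenol (1 µM), Ro 20-1724 (25 µM) | Compound: One concentration, 3.6 µM, in 0.4% DMSO | Schedule: 3 h dye uptake, 1 h room-temperature compound, 45 min post-isoproterenol | Signal: Membrane-potential fluorescent dye readout | Read-out: % inhibition of NPY effect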
S1P4 ag = S1P4 receptor agonists, primary screen, cell-based; activation, % at 4.98 µM; hit rate 0.35% among 220,000; Sphingosine 1-phosphate receptor 4 (Homo sapiens), O95977; AID 1509, 2009; S1P4-expressing cell line, agonist reporter assay; in the data active = activation above about 11%;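 note: 0% = DMSO vehicle and 100% = reference agonist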
Target sequence (O95977 whole entry, looked up): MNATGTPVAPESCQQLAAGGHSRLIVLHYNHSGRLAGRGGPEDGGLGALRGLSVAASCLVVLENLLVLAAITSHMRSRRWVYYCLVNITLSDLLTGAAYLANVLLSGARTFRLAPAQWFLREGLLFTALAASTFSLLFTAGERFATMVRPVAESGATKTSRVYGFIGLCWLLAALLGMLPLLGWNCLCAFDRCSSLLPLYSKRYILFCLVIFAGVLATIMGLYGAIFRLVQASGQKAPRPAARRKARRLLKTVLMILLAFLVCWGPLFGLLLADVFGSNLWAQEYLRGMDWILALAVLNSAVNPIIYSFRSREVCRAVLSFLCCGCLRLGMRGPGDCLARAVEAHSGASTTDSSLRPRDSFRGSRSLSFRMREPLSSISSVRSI
NPY1 pot ag = NPY-Y1 receptor potentiators or agonists, primary screen, cell-based | activation, % at 3.6 µM | Neuropeptide Y receptor type 1 (Homo sapiens), P25929 | AID 1304, 2008 | hit rate 0.37% among 220,000 | NPY-Y1 expressing cells, potentiator/agonist activation; in the data active = activation above about 33%, passing the limit was not always enough;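 note: cells stimulated with NPY at EC10 then isoproterenol at EC100; 0% = low agonist plus stimulus and 100% = saturating agonist plus stimulus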
S1P4 antagonist = S1P4 receptor antagonists, primary screen, cell-based | S1P4-expressing cells, antagonist mode, reporter read-out | inhibition, % at 4.98 µM | hit rate 0.26% among 220,000; in the data active = inhibition above about 29%;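 note: 0% = wells stimulated with agonist and 100% = vehicle wells without agonist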
RBBP9 inh = human RBBP9 inhibitors, primary screen, biochemical, fluorescence polarization, FP-Rh probe, HTS | Serine hydrolase RBBP9 (Homo sapiens), O75884 | recombinant RBBP9 | inhibition, % at 7.94 µM | hit rate 0.2% among 220,000;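 active = inhibition above the campaign mean of all tested compounds plus 3 SD, cut at about 14% in these data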;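 note: plate controls were DMSO wells with RBBP9 for no effect and wells lacking RBBP9 protein for full effect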
Target sequence (O75884 whole entry, looked up): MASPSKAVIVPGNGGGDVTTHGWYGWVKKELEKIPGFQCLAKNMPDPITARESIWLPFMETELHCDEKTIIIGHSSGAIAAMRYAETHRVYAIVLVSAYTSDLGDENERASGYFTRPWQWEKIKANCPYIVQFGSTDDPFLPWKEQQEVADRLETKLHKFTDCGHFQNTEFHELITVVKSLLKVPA
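Test system – recombinant human RBBP9 · Input – RBBP9 2.5 µM in dispensing solution, pre-mixing · Medium – Tris buffer pH 8.0, NaCl, Pluronic · Schedule – preincubation 30 min plus labeling 45 min at 25 °C · Measured by – fluorescence polarization · Measure – % inhibition · Controls – DMSO and no-protein wells · Replicates – one well per compound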
Runt-CBFb FRET = inhibitors of RUNX1 Runt–CBFb binding, primary screen, biochemical, FRET, Cerulean-Runt, Venus-CBFb, uHTS. Runt-related transcription factor 1 (Homo sapiens) + Core-binding factor subunit beta …. Cerulean-Runt/Venus-CBFb FRET ratio 530/480, 1 h. inhibition, % at 20 µM. hit rate 0.46% among 220,000. AID 1496, 2009;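 active = inhibition over about 50% at 20 µM in the single-dose screen, limit read from the data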;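 note: 0% = DMSO wells and 100% = excess unlabeled CBFb competitor control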
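Measured by: fluorescence energy transfer, 422 nm excitation, 530/480 nm emission; test system: Cerulean-tagged RUNX1 Runt domain (FRET donor) fusion protein; buffer or medium: Tris pH 7.5 buffer with BSA; compound: one dose, 20 µM compound, 1% DMSO; times: two 1 h room-temperature incubations shielded from light; benchmarks: unlabeled CBFb 5 µM, positive control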
Ba/F3 V617F tox = reduced viability of JAK2V617F-dependent Ba/F3 cells, primary screen, JAK2V617F inhibitor project, cell-based, Ba/F3 EpoR-JAK2V617F, luminescence; ATP luminescence; inhibition, % at 5.6 µM; hit rate 1.1% among 220,000; AID 1446, 2008;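 active = inhibition above the campaign mean plus 3 SD over all tested compounds, cut at about 24% in these data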;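 note: cytokine-independent growth of Ba/F3 cells driven by EpoR plus mutant JAK2; 0% = DMSO-treated cells and 100% = JAK inhibitor I control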
NPY-Y2 PAM-ag = NPY-Y2 potentiators or agonists, primary screen, cell-based | cells expressing NPY-Y2, potentiator/agonist read-out | Neuropeptide Y receptor type 2 (Homo sapiens), P49146 | activation, % at 3.6 µM | hit rate 0.45% among 220,000 | AID 1359, 2008; in the data active = activation above about 27%;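 note: cells stimulated with NPY near EC25 plus isoproterenol at EC100; 0% = vehicle plus submaximal agonist and 100% = vehicle plus saturating agonist; some results beyond the cut were filed as inactive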
Target sequence (P49146 whole entry, looked up): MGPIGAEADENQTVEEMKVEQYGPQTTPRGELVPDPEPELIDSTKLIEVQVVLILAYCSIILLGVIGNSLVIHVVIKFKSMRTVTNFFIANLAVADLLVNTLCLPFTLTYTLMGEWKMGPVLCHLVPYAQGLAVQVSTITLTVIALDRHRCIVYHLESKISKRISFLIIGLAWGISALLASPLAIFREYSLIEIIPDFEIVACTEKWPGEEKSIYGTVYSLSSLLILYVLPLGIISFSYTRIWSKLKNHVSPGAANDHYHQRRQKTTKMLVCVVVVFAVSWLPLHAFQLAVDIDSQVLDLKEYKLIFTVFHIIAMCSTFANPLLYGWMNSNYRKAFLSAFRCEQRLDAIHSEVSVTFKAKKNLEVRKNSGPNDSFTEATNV
Numbers without * were called inactive; · = no result given.

| mol | NPY1 pot ag | S1P4 ag | Runt-CBFb FRET | BaF3 tox | RBBP9 inh | NPY Y1 blocker | NPY-Y2 PAM-ag | Ba/F3 V617F tox | S1P4 antagonist |
| --- | --- | --- | --- | --- | --- | --- | --- | --- | --- |
| CCCCSc1nc2c(cnn2-c2ccccc2)c(=O)n1N | 5 | 1.2 | 0 | 1 | -5 | -1 | -2 | 1 | -12 |
| Cc1cccc2[nH]c3c(N4CCC5(CC4)OCCO5)ncnc3c12 | -6 | 0.4 | -2 | 11 | -14 | -5 | -1 | 2 | -22 |
| CC(C)N1CCC(N2CCN(Cc3ccc(-c4ccc(Cl)cc4)o3)CC2CCO)CC1 (configuration not stated) | -20 | 1.1 | 35 | 6 | 3 | 9 | -20 | 3 | 11 |
| CC(NC(=O)OCc1ccccc1)C(=O)N1CC(O)CC1C(=O)O (configuration not stated) | -17 | -0.8 | 0 | 2 | -4 | -6 | 4 | -3 | -12 |
| Clc1ccc(OCc2noc(-c3ccsc3)n2)c(Cl)c1 | -17 | 0.0 | 0 | 1 | -5 | · | -25 | 0 | -1 |
| COc1ccc(OC(C)C(=O)Nc2cccc(OC)c2)cc1 (configuration not stated) | 3 | -0.8 | 4 | 5 | -5 | -1 | -3 | 3 | -21 |
| COC(=O)c1ccsc1-n1cc(C#N)c(=O)n(C)c1=O | -3 | 3.3 | 0 | 1 | -8 | 0 | -7 | -4 | -6 |
| CCc1ccc(OCCn2cccn2)cc1 | 11 | 1.4 | 1 | 4 | -7 | -2 | 6 | 0 | -10 |
| COC(=O)CN1C(=S)N(c2ccc(Cl)cc2)C(=O)C1CC(=O)Nc1ccccc1 (configuration not stated) | 35 | 0.0 | -1 | 6 | -10 | -5 | 31 | -1 | 1 |
| COc1ccc(Cl)cc1NC(=O)Nc1ccccc1C(N)=O | 17 | -3.2 | 2 | 1 | 4 | -1 | 11 | -4 | 3 |
| CCC(=O)Oc1c(C(=O)CC)cc2c(C)cc(=O)oc2c1C | -26 | 4.8 | 12 | 8 | -3 | 8 | 7 | 3 | -17 |
| COc1cc(-c2nc(=S)[nH][nH]2)cc(OC)c1OC | 12 | 0.7 | 38 | 10 | -3 | -3 | -4 | -2 | 6 |
| CCc1ccc2c(c1)C1(C(=O)N2)N2CCCC2C(C(=O)c2ccc3ccccc3c2)C12C(=O)Nc1ccccc12 (configuration not stated) | 9 | 2.2 | 6 | 4 | -6 | 0 | 15 | -3 | -10 |
| CCOC(=O)c1cccc(NC(=O)C2CCN(S(=O)(=O)c3cccs3)CC2)c1 | 2 | 1.5 | -1 | 8 | -3 | -6 | 10 | 2 | 0 |
| COc1ccc(/C=C/C(=O)N2CCN(C)CC2)cc1S(=O)(=O)N1CCCCC1 | 1 | -1.0 | 2 | 7 | 1 | 2 | 1 | 1 | -4 |
| O=S(=O)(Nc1cccc(S(=O)(=O)N2CCOCC2)c1)c1ccc2c(c1)OCCO2 | -9 | 0.7 | -2 | 7 | -3 | -5 | -5 | 5 | -28 |
| COc1ccc(-c2csc(N(C)C(=O)c3cccs3)n2)cc1 | 7 | 0.9 | -2 | 1 | -2 | 6 | -4 | 2 | -13 |
| CCOc1ccc2c(c1)sc(N)[n+]2Cc1cc(C)cc2cccnc12 | -69 | 1.6 | 2 | 80* | 2 | 52* | -13 | 86* | 9 |
| OCc1nn2c(c1Br)NC(c1ccccc1)CC2C(F)(F)F (configuration not stated) | -22 | 2.4 | 1 | 5 | -10 | -6 | -3 | -4 | -22 |
| COc1cccc(NC(=S)NCc2ccncc2)c1 | 12 | 1.1 | 0 | 10 | -8 | 0 | 9 | 1 | -14 |
| CCn1c(CNc2ccc(F)cc2)nnc1SCC(=O)OC1CCCCC1 | 15 | 1.6 | 0 | -1 | -4 | 0 | -19 | -2 | -1 |
| Cc1cc(C)n(CC(O)COc2ccccc2[N+](=O)[O-])n1 (configuration not stated) | 23 | 0.4 | 1 | 3 | -6 | -3 | 16 | -2 | -8 |
| O=C(Nc1ccc(S(=O)(=O)N2CCOCC2)cc1)c1ccc2c(c1)OCO2 | -13 | -0.7 | -1 | 4 | -7 | · | -10 | 1 | 8 |
| O=C(N/N=C/c1ccc(Br)o1)c1cncc(Br)c1 | -12 | -0.6 | 0 | 5 | -5 | 0 | 10 | 3 | -18 |
| Cc1cccc(-c2nsc(SCC(=O)N3CCCC3)n2)c1 | -22 | -1.9 | -1 | 6 | -1 | 2 | -7 | 8 | 21 |
| OCCNc1nc(N2CCOCC2)nc(N2CCOCC2)n1 | 11 | 4.0 | 0 | 4 | -4 | -4 | 7 | -1 | -11 |
| CC(C1CC2CCC1C2)n1c(COc2ccccc2F)nnc1SCC(N)=O (configuration not stated) | 21 | -2.5 | -10 | -2 | -3 | 4 | 19 | -1 | -4 |
| CC(=O)c1cnc2n(c1=O)CCS2 | 2 | 1.6 | 0 | 3 | -7 | 0 | 7 | 1 | -9 |
| S=C(c1ccc2c(c1)OCO2)N1CCCC1 | -14 | -1.6 | 0 | 3 | -4 | -3 | -17 | 0 | -6 |
| COC(=O)c1ccccc1OCc1cccc(C)n1 | 10 | -0.2 | 1 | 5 | 3 | -7 | 13 | 1 | -11 |
| COc1ccccc1CNC(=O)c1cc2c(s1)CS(=O)(=O)C2 | 13 | 0.3 | -1 | 7 | -7 | 3 | 11 | 0 | -9 |
| C=CCNC(=S)Nc1sc2c(c1C(N)=O)CCCC2 | 25 | 1.8 | 22 | -4 | -10 | · | 17 | -4 | -13 |
| Cc1ccc(/C=N/NC(=O)c2cccs2)o1 | -2 | -0.1 | -2 | 5 | 1 | -2 | 13 | -1 | -12 |
| C(=N\Nc1nc2ccccc2s1)/c1ccc2c(c1)OCO2 | -8 | 0.3 | 1 | -2 | -7 | 12 | 9 | -4 | -5 |
| COc1ccc(C(=O)Nc2ccc(S(=O)(=O)Nc3nccc(C)n3)cc2)cc1OC | -17 | -0.3 | 1 | 8 | -7 | -2 | -16 | 7 | -23 |
| O=C(NCCc1nnc2ccc(NCc3ccc(Cl)cc3)nn12)c1ccccc1 | 11 | 3.1 | -1 | 7 | -13 | 10 | 3 | 2 | -1 |
| COc1ccc(NC(=O)c2ccc(C#N)cc2)cc1NS(=O)(=O)c1ccc(F)cc1 | -5 | 1.7 | 10 | 1 | -4 | 2 | 7 | -5 | -4 |
| CC1(C)CC(=O)C(C=Nc2ccc(O)c(N=CC3=C(O)CC(C)(C)CC3=O)c2)=C(O)C1 | 7 | 0.3 | -6 | 1 | -2 | 8 | 17 | 0 | 4 |
| OCC#Cc1cnc2ccccc2c1 | 11 | 1.0 | 0 | 5 | -4 | 0 | 3 | 4 | -11 |
| O=C(Nc1ccccc1F)C1(c2ccccc2)CC1(Cl)Cl (configuration not stated) | 1 | 1.1 | -2 | 5 | -5 | 0 | 5 | -1 | -17 |
| Cc1ccc(S(C)(=O)=O)cc1S(=O)(=O)Nc1cccc(Cl)c1 | -15 | 0.9 | -2 | 4 | -7 | 5 | -14 | 0 | -14 |
| O=C(N/N=C/c1ccc[nH]1)c1cccnc1 | -4 | -0.9 | 1 | 0 | -10 | 2 | -6 | -1 | 1 |
| O=C(NCCc1ccc(Cl)cc1)C1CCN(S(=O)(=O)N2CCCCC2)CC1 | 7 | -0.4 | 0 | 7 | -5 | 0 | -11 | -2 | -14 |
| Cc1ccc(NC(=O)CCNS(=O)(=O)c2ccc3c(c2)oc(=O)n3C)cc1 | 7 | -0.8 | 2 | -2 | -5 | 4 | 13 | -3 | 4 |
| CCOC(=O)c1cn(Cc2cccc(C)c2)nn1 | -27 | 2.4 | -1 | 2 | -8 | -1 | -16 | -3 | -22 |
| COC(=O)c1ccccc1NC(=O)CSc1nnc(Cc2ccc(Cl)cc2)o1 | -36 | 3.2 | -5 | 3 | -9 | 11 | -29 | -2 | -11 |
| O=c1ccc(=O)n2n1CC(O)C2 | 15 | -2.7 | -1 | 2 | -5 | 8 | 10 | -3 | 1 |
| CC(=O)C1=C(C)N(c2ccccc2)C(=O)C1(NS(=O)(=O)c1ccc(N)cc1)C(F)(F)F (configuration not stated) | -4 | -2.7 | 2 | 2 | -6 | -3 | -8 | 4 | 0 |
| O=C(c1cc(F)c(F)cc1Cl)N1CCN(c2ccc([N+](=O)[O-])c3ncccc23)CC1 | 9 | -1.6 | -2 | 4 | -3 | -3 | 1 | -4 | -10 |
| CC1CC(C)CN(C(=O)C2CCC(CNc3c(N4CCCCC4)c(=O)c3=O)CC2)C1 (configuration not stated) | 6 | 2.3 | -1 | 3 | -6 | · | -7 | -3 | -10 |
| CC(C)c1cc(C(=O)N/N=C/c2c[nH]c3ccccc23)n[nH]1 | 19 | -0.5 | -3 | 1 | -8 | · | 6 | -4 | 6 |
| CC(C)OCCCNC(=O)c1ccc(CS(=O)(=O)Cc2ccccc2F)o1 | 12 | -1.4 | 2 | 2 | -1 | 1 | 3 | -3 | 8 |
| CSc1nc(N)c(C#N)c(-c2ccc(Cl)cc2)c1C#N | 7 | 11* | -3 | 3 | -8 | -11 | 21 | -1 | 20 |
| CCOC(=O)c1sc2nc(N3CCOCC3)c3c(c2c1N)CCN(C)C3 | 7 | -1.7 | -2 | 5 | -3 | 3 | -6 | 5 | 20 |
| COCCn1nnnc1C(c1ccc(OC)cc1OC)N1CCN(c2ccccc2F)CC1 (configuration not stated) | 1 | -0.1 | -1 | 4 | 3 | -8 | -2 | -1 | -34 |
| OCCC1CN(Cc2cccn2-c2ncccn2)CCN1C1CCCC1 (configuration not stated) | 14 | -0.1 | 0 | 6 | -1 | 2 | -2 | 1 | -11 |
| COc1ccc(C(CC(=O)O)NC(=O)c2cccs2)cc1 (configuration not stated) | 8 | 0.0 | -1 | 0 | -3 | 0 | -1 | -4 | -11 |

Screening results deposited in PubChem BioAssay by several laboratories.

No enrichment for hits; about 3.6% have a hit in one of these screens.
